Screening data as filed in PubChem.
Shn3 3UTR inh: reduction of Shn3 3'UTR firefly luciferase signal, primary screen, Schnurri-3 inhibitor project, cell-based, Clone20 osteoblasts, set 2; Clone20 osteoblast Shn3 3'UTR firefly luciferase, 24 h; actives 0.52% (n = 360,000); AID 588674, 2011; inhibition, % at 12.5 µM;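 active = mean inhibition of at least 75% with every replicate also reaching 75%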;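 also: 0% = median of neutral control wells and 100% = pilot-screen positive control compound; some compounds past the cut are filed as inactive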
HTR2A ag: mouse Htr2a agonists via beta-arrestin recruitment, primary screen, cell-based, luminescence; CHO-K1 mHTR2A beta-arrestin complementation; percent of 30 µM serotonin response; activation, % at 7.6 µM; actives 0.66% (n = 360,000); 5-hydroxytryptamine receptor 2A (Mus musculus), P35363;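 active = activation above a run cutoff, the mean activation of all tested compounds plus 3 SD, cut at about 14% in these data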;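 also: 0% = plate median of compound wells and 100% = 30 µM serotonin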
Target sequence (P35363 whole entry, looked up): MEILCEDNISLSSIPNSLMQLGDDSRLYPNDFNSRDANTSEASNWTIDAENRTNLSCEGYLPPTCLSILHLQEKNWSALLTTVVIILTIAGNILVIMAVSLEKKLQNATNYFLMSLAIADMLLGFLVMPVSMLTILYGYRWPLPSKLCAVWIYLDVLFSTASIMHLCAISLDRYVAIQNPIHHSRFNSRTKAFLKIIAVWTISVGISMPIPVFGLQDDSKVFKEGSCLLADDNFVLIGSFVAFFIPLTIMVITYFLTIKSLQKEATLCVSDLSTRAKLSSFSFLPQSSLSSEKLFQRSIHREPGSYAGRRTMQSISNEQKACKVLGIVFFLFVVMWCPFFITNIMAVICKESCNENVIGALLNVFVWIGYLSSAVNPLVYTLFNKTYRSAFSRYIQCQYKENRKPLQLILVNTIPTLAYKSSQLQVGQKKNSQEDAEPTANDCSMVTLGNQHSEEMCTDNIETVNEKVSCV
CaV13 ICDI inh: Primary screen for inhibitors of IQ motif and Ca2+-dependent inactivation inhibitor domain binding in CACNA1D, Förster resonance energy transfer in living cells, …; HEK cells, CFP/YFP FRET ICDI-IQ, plate reader, 10 min; percent FRET-ratio fall versus neutral wells; inhibition, % at 12.3 µM; actives 0.098% (n = 340,000); AID 743397;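 active = mean replicate inhibition of at least 30% and at least 1% of replicates passing that level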;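 also: 0% = median of the neutral control wells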
PDI turbidity: inhibitors of human PDI, primary screen, biochemical, turbidity, single point, plate reader. Protein disulfide-isomerase (Homo sapiens), P07237. PDI insulin aggregation turbidity, A650, 90 min. inhibition, % at 10 µM. actives 0.052% (n = 350,000). AID 588391, 2011;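 active = mean inhibition across replicates of 30% or more, whatever share of single replicates reach that level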;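 also: absorbance from insulin aggregation driven by PDI reduction with DTT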
NR2E3 ag-1: inhibitors of NR2E3-RetCOR corepressor binding, primary screen, NR2E3 agonist project, biochemical, TR-FRET, GST-NR2E3, biotin-RetCOR | Photoreceptor-specific nuclear receptor (Homo sapiens), Q9Y5X4 | 1536-well | inhibition of corepressor binding, % at 4.78 µM | actives 0.12% (n = 320,000) | AID 2300, 2010;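 active = percent inhibition above the cutoff of mean plus 3 SD of all tested compounds, set per screening campaign, cut at about 20% in these data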;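 also: 0% = DMSO wells and 100% = biotin wells as full block of FRET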
Target sequence (Q9Y5X4 whole entry, looked up): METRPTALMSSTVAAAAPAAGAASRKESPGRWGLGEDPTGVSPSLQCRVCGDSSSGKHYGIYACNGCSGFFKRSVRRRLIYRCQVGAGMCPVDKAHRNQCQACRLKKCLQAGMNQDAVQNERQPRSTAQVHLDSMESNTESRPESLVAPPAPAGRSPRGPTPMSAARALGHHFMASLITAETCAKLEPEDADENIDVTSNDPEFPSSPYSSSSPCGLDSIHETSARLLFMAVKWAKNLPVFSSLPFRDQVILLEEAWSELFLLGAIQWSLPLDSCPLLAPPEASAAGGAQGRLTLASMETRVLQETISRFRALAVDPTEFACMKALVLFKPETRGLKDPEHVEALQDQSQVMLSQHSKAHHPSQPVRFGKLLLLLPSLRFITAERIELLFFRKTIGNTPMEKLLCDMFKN
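System: GST-NR2E3 and biotin-RetCOR proteins; probe or stimulus: 7 nM biotin-RetCOR; doses: compound at 4.8 µM, single dose; schedule: Compound–protein incubation for 5 h at 4 °C; detection: time-resolved FRET; read-out: percent inhibition; controls: biotin wells as high control, 0.6% DMSO wells as low control; format: 1536-well plates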
HIF-2a inh: HIF-2a reporter inhibitors, primary screen, luminescence, 786-0 RCC cells. inhibition, % at 18.8 µM. AID 624352, 2012. actives 0.72% (n = 360,000). 786-0 RCC cells HIF-2a reporter, luciferase luminescence, overnight;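 active = inhibition of the luminescence signal of 40% or more relative to plate controls, in a single-dose primary screen at 18.75 µM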
NR2E3 ag-2: NR2E3 agonists in two-hybrid cells, primary screen, cell-based, luminescence, CHO-S, Gal4-NCOR/VP16-NR2E3. Photoreceptor-specific nuclear receptor (Homo sapiens), Q9Y5X4. luciferase. inhibition of corepressor binding, % at 3.98 µM. actives 0.35% (n = 360,000). AID 602229, 2012;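 active = inhibition above the mean of all tested compounds plus 3 SD, cut at about 70% in these data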;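 also: 0% = DMSO with NR2E3 transfected cells and 100% = cells lacking NR2E3 construct; higher means lower luciferase signal from less NR2E3 corepressor binding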
Cardio protect: cardioprotection against H2O2-induced cell death, primary screen, uHTS, H9c2 cells, ATPLite luminescence; AID 588492, 2011; actives 0.63% (n = 360,000); H9c2 cardiomyocytes, H2O2 injury protection, 2 h; protection from H2O2 cell death, % at 20 µM;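 active = compounds giving at least 50% protection of heart cells from peroxide-induced death in the single-dose screen, raw or plate-pattern-corrected value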;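 also: 0% = DMSO wells with peroxide and 100% = DMSO wells without peroxide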
TRPM1 prom inh: inhibitors of MITF-dependent TRPM1 promoter reporter, primary screen, cell-based, SK-MEL-5, single point, luciferase | SK-MEL-5 TRPM1 promoter luciferase, 24 h | inhibition, % at 12.5 µM | actives 0.83% (n = 330,000);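 active = mean inhibition across replicates of 60% or more, whatever share of single replicates reaches that level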; also: values of inactives mirror those of a sister screen read the other way
hiPSC survival: enhancers of single-cell hiPSC survival, primary screen, ATPlite luminescence; survival enhancement, % at 20 µM; 100% = ROCK inhibitor wells, 0% = DMSO; actives 0.044% (n = 360,000); AID 602274, 2012; in the data active = survival enhancement above about 18%;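 also: cells exposed to compounds for 16 hours before the ATP read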
Peg3 promoter: Peg3 promoter-driven luciferase inhibitors, primary screen, cell-based, HeLa, luciferase luminescence. HeLa PEG-Prom luciferase reporter, overnight. inhibition, % at 20 µM. actives 1.7% (n = 360,000). AID 588405, 2011;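 active = inhibition of at least 50% at 20 µM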
Numbers without * were called inactive; · = no result given.

The line under a structure holds: Shn3 3UTR inh	HTR2A ag	CaV13 ICDI inh	PDI turbidity	NR2E3 ag-1	HIF-2a inh	NR2E3 ag-2	Cardio protect	TRPM1 prom inh	hiPSC survival	Peg3 promoter
1) Cn1c(SCC(=O)Nc2cccc(S(=O)(=O)NC3=NCCCCC3)c2)nnc1-c1ccncc1
 : 5	5	8	-5	1	12	-2	-3	-4	-0.8	-2
2) CC(Sc1nc2ccccc2c(=O)n1CCc1ccc(S(N)(=O)=O)cc1)C(=O)NC(N)=O (stereo unspecified)
 : 2	-1	-3	-3	0	7	-2	8	-11	-0.6	16
3) CCCc1c(C(=O)Nc2ccc(F)cc2C)cnn1-c1ccccc1
 : 13	-1	-4	-1	4	-2	-10	-5	4	-0.7	21
4) c1coc(-c2nnc3sc(-c4cccs4)nn23)c1
 : -13	6	-8	5	0	-27	8	53*	-4	1.5	-24
5) O=C(NCc1cccc(C(F)(F)F)c1)c1c[nH]c(=O)s1
 : -20	7	19	-6	·	12	13	-4	·	-2.6	-1
6) Cc1cccc(-n2c(=O)[nH]c3c(C(N)=O)nc(CC(C)C)nc32)c1
 : -25	-1	-5	0	2	12	-5	26	3	1.3	28
7) CCOCCCN(C(=O)c1ccco1)C(C(=O)NC1CCCC1)c1ccc(OC)cc1 (stereo unspecified)
 : -25	-3	-4	-11	·	6	0	-1	-5	-0.2	23
8) COc1ccc(CN(CC(O)COCc2ccccc2)S(=O)(=O)c2ccccc2Br)cc1OC (stereo unspecified)
 : 6	-2	-3	13	·	6	-24	10	-8	1.0	6
9) CN(c1ccccc1)S(=O)(=O)c1cccc(NC(=O)CSc2nnc(N)s2)c1
 : 44	3	-6	3	-3	-7	20	-25	14	1.1	-5
10) O=C1c2ccccc2C(=O)N1CCCOc1ccccc1
 : -52	1	-1	6	3	-214	-63	5	-28	-1.1	-138
11) C=C(C)COc1ccc(-c2[nH]ncc2-c2ccc(OC)cc2)c(O)c1
 : 10	4	-2	-13	2	5	-22	-10	1	0.5	22
12) COc1ccc(OC)c2c(C)cc(N3CCN(C(=O)c4ccc(F)cc4)CC3)nc12
 : 16	3	-3	-3	2	14	15	-13	3	-3.1	15
13) COc1ccc(C2CC(C(F)(F)F)n3nc(C(=O)O)cc3N2)cc1OC (stereo unspecified)
 : 2	-1	-6	-7	1	12	7	2	12	-0.1	23
14) Cc1ccc(-n2ncc3c2CCCC3NC(=O)CCc2cnccn2)cc1C (stereo unspecified)
 : -8	1	·	7	1	3	1	-4	1	1.0	2
15) CCN(c1ccccc1)S(=O)(=O)c1cccc(C(=O)Nc2cccc(C)n2)c1
 : 1	2	-11	-2	·	-14	-10	-8	·	-1.6	9
16) O=S(=O)(c1ccc2c(c1)OCCO2)N1CCC(n2nnc3cc(C(F)(F)F)ccc32)CC1
 : 53	-8	-4	-2	4	26	52	0	5	-3.7	40
17) Cc1nc(N2CCN(C(=O)c3cnccn3)CC2)c2c3c(sc2n1)CC(C(C)(C)C)CC3 (stereo unspecified)
 : 0	-2	-3	12	3	-15	-16	-2	3	-0.5	-17
18) Cn1c(=O)n(C)c2cc(NC(=O)COc3ccc(F)cc3)ccc21
 : 3	4	-3	-2	3	5	-2	4	7	-0.3	-7
19) CN(C)S(=O)(=O)c1ccc2oc(SCC(=O)c3c(N)n(C4CC4)c(=O)[nH]c3=O)nc2c1
 : 12	-2	-5	-12	-1	3	-17	-6	-11	-0.3	11
20) CCc1nc2sc3ccccc3c(=O)c2c(=O)n1Cc1ccc(OC)cc1
 : ·	-4	-5	-6	-6	-75	2	-5	-4	0.7	-61
21) Cc1cccc(C)c1-n1nnnc1C1(C)CCC(=O)N1C1CCN(Cc2ccccc2)CC1 (stereo unspecified)
 : ·	6	-12	·	·	6	-23	·	·	-1.0	·
22) Cc1ccccc1OCc1occc1C(=O)Nc1cccc(-n2cnnn2)c1
 : 9	-5	-1	0	-1	-12	-31	0	9	-0.4	34
23) Cc1cccc(OCC(=O)NNC(=O)CCCCC(=O)NNC(=O)COc2cccc(C)c2)c1
 : -21	6	-3	-2	·	21	-29	-6	-3	-0.3	-3
24) COc1ccc(CNC(=O)CCc2nc(-c3ccccc3F)no2)c(OC)c1
 : 13	-2	-1	16	0	5	4	-4	11	2.3	12
25) COC(=O)Cn1c(=O)c2c(nc3n2CC(C)CN3CCc2ccccc2)n(C)c1=O (stereo unspecified)
 : -9	3	-4	-4	·	21	14	7	-7	0.5	17
26) O=[N+]([O-])c1cccc(C(=S)N2CCN(c3ccc(F)cc3)CC2)c1
 : -4	-1	-5	-7	1	-12	19	-11	1	0.5	-5
27) CC(=O)Nc1ccc(S(=O)(=O)Nc2nc3ccccc3nc2Cl)cc1
 : -12	9	-3	-7	7	-1	-4	-2	1	0.1	12
28) COc1cc(C=O)ccc1OC(=O)c1cccnc1
 : -36	4	-4	-3	-2	12	13	0	0	-0.8	9
29) COc1cccc(C(O)c2nc(-c3ccccc3OC)cs2)c1 (stereo unspecified)
 : -15	2	-6	-3	·	-72	-58	-9	·	5.7	-5
30) Cc1cc(C)c(C)c(SCC(=O)Nc2oc(C)c3c(C)n[nH]c(=O)c23)c1C
 : 1	-5	-6	-6	6	6	-24	-1	7	-0.5	9
31) O=C(NC1CCCc2c1cnn2-c1cc(F)cc(F)c1)c1ccc[n+]([O-])c1 (stereo unspecified)
 : -13	2	-3	-3	1	8	15	0	5	-0.4	19
32) CSc1ccccc1NC(=S)Nc1cc(C)cc(C)c1
 : 1	0	-6	3	-4	-3	5	8	-7	-1.8	7
33) Cc1c(Cl)cccc1NC(=S)NCCN1CCOCC1
 : -37	0	-4	9	1	-8	-17	-1	-4	0.0	-2
34) Cc1ccc(C(C)n2cc(C(=O)NCc3ccncc3)nn2)cc1 (stereo unspecified)
 : -20	-1	·	3	-2	16	6	-12	-3	-0.6	9
35) O=C(c1ccc([N+](=O)[O-])o1)N1CCN(Cc2ccccc2)CC1
 : -49	1	-19	4	5	-3	42	-2	15	-0.2	5
36) CCOCCN(C(=O)c1ccccc1Cl)c1ccccc1
 : -29	-1	-6	7	-1	12	2	-1	1	-1.1	13
37) CCOCC(=O)Nc1c(C(=O)OCC)oc2ccccc12
 : -15	-4	-7	2	4	-38	-7	1	12	4.5	-15
38) CC12CC3CC(C)(C1)CC(C(=O)NNC(=O)c1ccncc1)(C3)C2
 : 0	3	-11	0	-1	21	4	4	1	-0.5	18
39) COc1ccc(CCN2C(=O)N(c3ccc(OC)cc3)C(=O)C2CC(=O)Nc2ccc(OC)cc2)cc1 (stereo unspecified)
 : 20	2	-6	5	1	7	-20	0	-10	-0.3	8
40) CN(C)c1nc(N)nc(CSc2nnnn2-c2ccccc2)n1
 : 12	1	-3	-3	1	15	-30	-3	7	-2.3	9

Two entries from above, screen by screen:
14) Cc1ccc(-n2ncc3c2CCCC3NC(=O)CCc2cnccn2)cc1C (stereo unspecified)
15) CCN(c1ccccc1)S(=O)(=O)c1cccc(C(=O)Nc2cccc(C)n2)c1
Assay by compound | 14 | 15
Shn3 3UTR inh | -8 | 1
HTR2A ag | 1 | 2
CaV13 ICDI inh | · | -11
PDI turbidity | 7 | -2
NR2E3 ag-1 | 1 | ·
HIF-2a inh | 3 | -14
NR2E3 ag-2 | 1 | -10
Cardio protect | -4 | -8
TRPM1 prom inh | 1 | ·
hiPSC survival | 1.0 | -1.6
Peg3 promoter | 2 | 9

(more compounds)
The line under a structure holds: Shn3 3UTR inh	HTR2A ag	CaV13 ICDI inh	PDI turbidity	NR2E3 ag-1	HIF-2a inh	NR2E3 ag-2	Cardio protect	TRPM1 prom inh	hiPSC survival	Peg3 promoter
41) CCn1c(-c2csc(C(C)C)c2)n[nH]c1=S
 : -1	5	-1	16	-1	-47	-25	0	-16	-1.5	11
42) CC1CCN(Cc2ccc(NC(=O)CC3Oc4ccccc4NC3=O)cc2)CC1 (stereo unspecified)
 : 10	-9	52*	2	3	7	12	4	-1	0.1	4
43) Cc1cc(C)n(-c2ccc3nncn3n2)n1
 : 4	6	-3	-1	2	13	-3	1	8	0.0	4
44) CCCCC(CC)CNC(=O)CCS(=O)(=O)c1cccc2nsnc12 (stereo unspecified)
 : 4	-1	-5	-5	1	2	-14	0	-2	12	2
45) CN(C(=O)c1ccc(C#N)cc1)c1nnc(-c2ccccn2)s1
 : -6	-1	·	1	·	-89	-43	8	-27	1.3	-71
46) O=C(CNc1ccc(Cl)cc1)c1ccc(Br)cc1
 : 2	-2	-3	4	-1	-5	4	-14	-5	-0.2	-30
47) C=CCSc1nc2ccccc2n2cnnc12
 : -7	-3	-4	14	1	0	-37	0	12	-0.2	-4
48) COc1ccc(C(=O)C2CCN(S(=O)(=O)c3ccc4c(c3)OCCO4)CC2)cc1
 : 7	-6	-7	8	1	4	10	-10	20	1.3	39

An excerpt from above in order of number of heavy atoms, descending:
The line under a structure holds: Shn3 3UTR inh	HTR2A ag	CaV13 ICDI inh	PDI turbidity	NR2E3 ag-1	HIF-2a inh	NR2E3 ag-2	Cardio protect	TRPM1 prom inh	hiPSC survival	Peg3 promoter
39) COc1ccc(CCN2C(=O)N(c3ccc(OC)cc3)C(=O)C2CC(=O)Nc2ccc(OC)cc2)cc1 (stereo unspecified)
 : 20	2	-6	5	1	7	-20	0	-10	-0.3	8
48) COc1ccc(C(=O)C2CCN(S(=O)(=O)c3ccc4c(c3)OCCO4)CC2)cc1
 : 7	-6	-7	8	1	4	10	-10	20	1.3	39
44) CCCCC(CC)CNC(=O)CCS(=O)(=O)c1cccc2nsnc12 (stereo unspecified)
 : 4	-1	-5	-5	1	2	-14	0	-2	12	2
38) CC12CC3CC(C)(C1)CC(C(=O)NNC(=O)c1ccncc1)(C3)C2
 : 0	3	-11	0	-1	21	4	4	1	-0.5	18
40) CN(C)c1nc(N)nc(CSc2nnnn2-c2ccccc2)n1
 : 12	1	-3	-3	1	15	-30	-3	7	-2.3	9
37) CCOCC(=O)Nc1c(C(=O)OCC)oc2ccccc12
 : -15	-4	-7	2	4	-38	-7	1	12	4.5	-15
46) O=C(CNc1ccc(Cl)cc1)c1ccc(Br)cc1
 : 2	-2	-3	4	-1	-5	4	-14	-5	-0.2	-30
47) C=CCSc1nc2ccccc2n2cnnc12
 : -7	-3	-4	14	1	0	-37	0	12	-0.2	-4
43) Cc1cc(C)n(-c2ccc3nncn3n2)n1
 : 4	6	-3	-1	2	13	-3	1	8	0.0	4
